# Rab9 promoter act: Rab9 promoter activation | AID 485297 | 2.8% of 320,000 active | Potency, µM (titrated, usually from 9.22 µM), for the others: at the top dose activation, negative = inhibition, actives largely listed as activators | Huh7 Rab9 promoter-luciferase reporter, luminescence, 24 h; further: potency means the concentration at half of the fitted maximal effect; % of control where 0% means no effect; nearly all actives have a fitted effect of over 60% in size
#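 Quantitative HTS format; Huh7 Rab9-luciferase reporter cells (1500/well) receive compound 2 h post-plating, incubate 24 h at 37 °C, then get luciferase reagent for 10 min before luminescence reading.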
# PKM2 act: activators of human pyruvate kinase M2 | P14618 | purified PKM2, Kinase-Glo ATP luminescence, activation; response scale: 0% is enzyme alone, no compound | Potency, µM (titrated, usually from 57.5 µM), inactives show at the top dose activation, hits mostly activators | 0.34% of 260,000 active | AID 1631; further: potency means the concentration at half of the fitted maximal effect; on the % scale 0 is the no-effect control and ±100 the full control effect; nearly all actives have a fitted effect of over 55% in size
#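 Purified hPK-M2 (>95%) run at intermediate activity with 0.1 mM ADP and 0.5 mM PEP in 50 mM imidazole pH 7.2, KCl, MgCl2; 1 h room temperature. ATP formed read by Kinase-Glo luminescence; normalized to uninhibited and no-enzyme controls.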
# ELG1 DNA repair: blocks ELG1-dependent DNA repair in HEK293T cells. HEK293T ELG1-luciferase reporter, luminescence, 16 h; DNA damage induced by 5-fluorouridine. AID 504467. Potency, µM (top dose mostly 46.1 µM), for inactives: at the top dose activity change, negative = inhibition, hits mostly inhibitors. 2.3% of 330,000 active; further: potency means the concentration at half of the fitted maximal effect; on the % scale 0 is the no-effect control and ±100 the full control effect; nearly all actives have a fitted effect of over 55% in size
#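 Step one: seed 2,000 cells per well. Step two: pin-transfer compound or DMSO alongside 5-fluorouridine. Step three: incubate 16 hr, 37 °C, 5% CO2. Step four: add ONE-Glo, wait 30 min, read luminescence.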
# Mito fusion yeast: mitochondrial division inhibition or fusion activation | S. cerevisiae fusion-defective mutant growth rescue, CellTiterGlo 48 h | Potency, µM (titrated, usually from 46.1 µM), for the others: at the highest dose growth rescue (activation), usual class: activators | 0.23% of 320,000 active | AID 485298;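 further: potency means the concentration at half of the fitted maximal effect; % of control where 0% means no effect; nearly all actives have a fitted effect of over 45% in size; temperature-sensitive fusion mutants such as fzo1-1 at 37 °C on non-fermentable ethanol glycerol medium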
#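 S. cerevisiae fusion-defective temperature-sensitive mutants (e.g. fzo1-1, mgm1-5) grown 48 h at 37C in YPEG (ethanol/glycerol non-fermentable) medium with 23 nl compound per well; growth rescue read as CellTiterGlo luminescence.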
# VP16 counter: counter-screen for ROR gamma inhibitors: Gal4-VP16 reporter; 3.5% of 310,000 active; AID 2546; Drosophila S2 Gal4-VP16 UAS-luciferase, luminescence, 20 h; Potency, µM (highest dose often 53.6 µM), without a hit: top-dose activity, negative = inhibition, most hits filed as inhibitors;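 further: Gal4-VP16 expression switched on by copper sulfate through the metallothionein promoter; potency means the concentration at half of the fitted maximal effect; on the % scale 0 is the no-effect control and ±100 the full control effect; nearly all actives have a fitted effect of over 50% in size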
# FLuc modulator: counter-screen for miR-21 project: firefly luciferase inhibitors or activators; P08659; purified FLuc, Km substrates, luminescence inhibition; Potency, µM (series often up to 57.5 µM), inactives show at the top dose activity change, negative = inhibition, hits mostly inhibitors; 6.9% of 360,000 active; AID 588342;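 further: potency means the concentration at half of the fitted maximal effect; plate controls were vehicle for no effect and reference inhibitor for full effect; nearly all actives have a fitted effect of over 55% in size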
#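 Purified P. pyralis luciferase, 10 nM final, with Km-level 10 uM D-luciferin and 10 uM ATP in 50 mM Tris acetate pH 7.5, 10 mM Mg acetate, 0.01% Tween-20, 0.05% BSA; 6-point qHTS titration about 60 µM downward; luminescence read.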
# KCNH2 3.1 block: KCNH2 3.1 (human) potassium channel inhibition. U2OS KCNH2 3.1, thallium flux FluxOr; active compounds read low. activity change, % (tested at about 1.8 µM). AID 720553. 0.95% of 340,000 active;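 active means maximum activity change below -70%; inconclusive means maximum activity change from -70% to -50%; inactive means maximum activity change above -50%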;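 further: thallium influx rate constant from kinetic fluorescence after stimulation buffer; on the % scale 0 is the no-effect control and ±100 the full control effect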
#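 Virally transduced U2OS (3.1 isoform, 4 h infection in dark at RT) → overnight 37 C → FluxOr + Red40 in HBSS/HEPES, 45 min → stimulation buffer, 2 min kinetic read → rate constant vs DMSO controls.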
# Menin MLL FP TR: displaces Texas Red mutant MLL peptide from human menin. O00255. Menin + Texas Red MLL mutant peptide, fluorescence polarization. Potency, µM (top dose mostly 61.6 µM), for inactives: top-dose FP activity change, negative = inhibition, most hits filed as inhibitors. 0.23% of 270,000 active; active means well fitted inhibition curve with a large enough effect in the polarisation, with a control signal flat, not every such curve was filed as active; inconclusive means small, poorly fitted or top-dose-only effect, or effect the other way, or a change in a side signal; inactive means no such curve, though single readings can be large or run the other way; the % refers to the polarisation; further: potency means the concentration at half of the fitted maximal effect; % of control where 0% means no effect; many of its hits are not listed in these tables
# Target sequence (O00255 whole entry, looked up): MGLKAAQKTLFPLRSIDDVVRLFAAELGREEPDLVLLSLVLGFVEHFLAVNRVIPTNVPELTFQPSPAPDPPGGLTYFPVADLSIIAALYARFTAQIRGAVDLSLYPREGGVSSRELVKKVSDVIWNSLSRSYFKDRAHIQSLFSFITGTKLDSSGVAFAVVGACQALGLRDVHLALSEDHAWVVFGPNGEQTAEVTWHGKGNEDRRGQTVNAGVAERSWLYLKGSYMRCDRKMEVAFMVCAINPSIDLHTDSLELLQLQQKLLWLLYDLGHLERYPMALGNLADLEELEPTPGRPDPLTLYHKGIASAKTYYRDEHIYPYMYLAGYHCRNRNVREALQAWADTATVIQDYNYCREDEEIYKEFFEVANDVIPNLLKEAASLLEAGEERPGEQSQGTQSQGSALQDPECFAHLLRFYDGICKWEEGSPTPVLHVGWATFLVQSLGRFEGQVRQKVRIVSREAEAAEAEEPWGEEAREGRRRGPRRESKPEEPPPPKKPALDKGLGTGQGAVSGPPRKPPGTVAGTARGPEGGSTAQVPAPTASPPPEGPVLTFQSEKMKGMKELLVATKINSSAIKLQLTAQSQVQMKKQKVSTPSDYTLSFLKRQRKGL
# RORgamma inh: inhibitors of mouse ROR gamma transcriptional activity; 5.4% of 310,000 active; P51450; Drosophila S2 Gal4-RORgamma UAS-luciferase reporter, 20 h; Potency, µM (titrated, usually from 53.6 µM), without a hit: at the top dose activity change, negative = inhibition, actives largely listed as inhibitors; further: potency means the concentration at half of the fitted maximal effect; on the % scale 0 is the no-effect control and ±100 the full control effect; nearly all actives have a fitted effect of over 60% in size
#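 Luciferase reporter read in Schneider cells carrying Gal4-RORγ (mouse) and UAS-Photinus luciferase; cells given compound 1 h before 700 uM copper sulfate induction, then incubated 20 h at ambient temperature.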
# MBNL1 CUG block: blocks human MBNL1 binding to CUG repeat RNA; TR-FRET MBNL1-His/biotin-(CUG)12 binding, 665/545 ratio; Potency, µM (doses to about 57.5 µM), for inactives: top-dose activity change, negative = inhibition, actives largely listed as inhibitors; 0.036% of 280,000 active; AID 2675; active means well fitted inhibition curve with a large enough effect in the signal ratio, with a control signal flat, not every such curve was filed as active; inconclusive means small, poorly fitted or top-dose-only effect, or effect the other way, or a change in a side signal; inactive means no such curve, though single readings can be large or run the other way; the % refers to the signal ratio; further: potency means the concentration at half of the fitted maximal effect; on the % scale 0 is the no-effect control and ±100 the full control effect
# Target sequence (Q9NR56 whole entry, looked up): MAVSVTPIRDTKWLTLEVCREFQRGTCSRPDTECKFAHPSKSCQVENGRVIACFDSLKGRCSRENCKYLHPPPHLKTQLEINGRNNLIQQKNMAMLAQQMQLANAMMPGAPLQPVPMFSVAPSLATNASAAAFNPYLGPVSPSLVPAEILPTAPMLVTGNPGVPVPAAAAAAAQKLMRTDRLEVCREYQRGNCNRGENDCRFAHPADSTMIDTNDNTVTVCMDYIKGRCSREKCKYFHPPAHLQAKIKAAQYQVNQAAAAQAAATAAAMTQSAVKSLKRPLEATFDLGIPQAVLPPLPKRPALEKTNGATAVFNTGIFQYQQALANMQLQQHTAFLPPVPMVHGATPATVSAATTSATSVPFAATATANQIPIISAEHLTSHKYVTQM
#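 MBNL1-His + Biotin-(CUG)12, cpd titration 92 nM–58 uM; Tb anti-His Ab 0.055 ng/ul, SA-XL665 5 nM (final); 60 min RT; ratiometric 665/545 nm, Ex 340 nm; normalized to buffer and full-complex controls.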
# NPC1 prom act: activators of NPC1 promoter | 2.4% of 320,000 active | AID 485313 | Potency, µM (doses to about 9.22 µM), without a hit: at the top dose activation, hits mostly activators | Huh7 NPC1 promoter luciferase reporter, 24 h;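 further: potency means the concentration at half of the fitted maximal effect; % of control where 0% means no effect; nearly all actives have a fitted effect of over 60% in size; reporter is driven by a mutant NPC1 promoter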
#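 Quantitative HTS used a cell-based reporter: Huh7 cells stably bearing the NPC1 promoter upstream of luciferase were treated with compounds for 24 h, and promoter activation was read as luminescence.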
# Numbers without * were called inactive; ? = inconclusive; . = not tested or not shown; [ ] = another dose, or the depositor's remark. Unless noted, the call rests on the fitted dose curve; in most records, active means well fitted curve in the direction sought with a large enough effect; inconclusive means small, poorly fitted or top-dose-only effect, or another doubt; inactive means no such curve, though single readings can be large; an effect the other way counts as inactive or inconclusive. Some of the compounds tested (hit frequency here may not be typical).
SMILES,Rab9 promoter act,PKM2 act,ELG1 DNA repair,Mito fusion yeast,VP16 counter,FLuc modulator,KCNH2 3.1 block,Menin MLL FP TR,RORgamma inh,MBNL1 CUG block,NPC1 prom act
O=C1c2ccccc2S(=O)(=O)N1CC(O)Cn1ccc2ccccc21 (stereo unspecified),.,-6%,.,8%,-6%,-10%,5,0%,32%,6%,.
N#Cc1nc(-c2ccc(OCc3ccc(Cl)cc3)cc2)oc1N1CCC(C(N)=O)CC1,-4%,-1%,-5%,-2%,2%,3%,-10,-9%,-1%,8%,-4%
Cc1cc(C)c(C#N)c(N2CCN(c3ccccc3)CC2)n1,1%,.,-13%,16%,16%,-1%,-5,-3%,-11%,-1%,-10%
CCN1CCCC1CNCc1cc(OC)c(OC)c(OC)c1 (stereo unspecified),1%,-1%,0%,-1%,-6%,-1%,-36,0%,7%,4%,-2%
CC(=O)NCCC(=O)Nc1cc(S(=O)(=O)N2CCCCC2)ccc1N1CCCCC1,-4%,.,-16%,-6%,.,8%,-21,.,.,.,-5%
O=C(C[n+]1cc(-c2ccc(Cl)c(Cl)c2)n2c1CCC2)OCc1ccccc1,-4%,-1%,19%,-3%,-3%,0%,1,-14%,9%[10 µM],.,-1%
O=C(C1=C[C@H](c2ccc(C(F)(F)F)cc2)C[C@H](OCc2ccc(CO)cc2)O1)N1CCN(Cc2ccccc2)CC1,-1%,1%,?,2%,-18%,-2%,-1,?,?,-2%,0%
Cc1ccc(NC(=O)CSc2nc3[nH]ncc3c(=O)[nH]2)cc1Cl,4%,.,?,-10%,.,-3%,-6,.,.,.,-1%
CCOC(=O)N1CCN(S(=O)(=O)c2ccc(Br)cc2)CC1,5%,-1%[11.5 µM],5%,1%,3%,-1%,1,-2%,-19%,-1%,0%
CCN1CCN(CCCCSc2ccccc2)CC1,-4%,-16%,5%,0%,3%,3%,.,6%,0%,-8%,-3%
COc1ccccc1NC(=O)OC(C)c1ccc(Cl)cc1 (stereo unspecified),19%,1%,-4%,-10%,6%,-2%,-14,14%,-12%,1%,4%
O=C1Nc2ccc(Br)cc2/C1=C/c1ccc(C(=O)O)cc1,4%,.,15%,-4%,8%,-6%,.,?,0%,14%,1%
CCOc1ccc(NC(=O)CN(C)S(=O)(=O)c2cccc3cccnc23)cc1,-1%,.,14%,-16%,6%,?,-23,18%,-11%,-2%,1%
COC(=O)C1C(=O)OC(C)(C)C1C(C)C(=O)c1ccc(C)cc1C (stereo unspecified),-1%,3%,-15%,14%,5%,-2%,0,3%,1%,-1%,0%
CSCCC(NS(=O)(=O)c1ccc(C)cc1)C(=O)NC1CCCCCC1 (stereo unspecified),-4%,.,3%,8%,.,3%,11,.,.,.,-6%
CC1CCc2sc(C(=O)NCCCn3ccnc3)cc2C1 (stereo unspecified),-2%,9%,?,2%,-7%,1%,-22,.,-2%,13%,1%
CCOC(=O)C(C)On1c(SC(C)C(=O)OCC)nc2ccccc2c1=O (stereo unspecified),13%,-2%,-6%,-1%,4%,1%,-8,0%,5%,4%,0%
COc1ccc(N=Cc2c(O)c3ccccc3n2C(C)=O)cc1,?,10%,?,0%,-8%,1.1µM*,-2,.,-16%,?,?
CCN(CC)C(=O)CN(c1cc(Cl)ccc1OC)S(=O)(=O)c1ccc(C)c([N+](=O)[O-])c1,0%,5%,1%,15%,-12%,-1%,6,-2%,5%,?,-4%
N#Cc1ccccc1S(=O)(=O)N1CCN(Cc2c(O)ccc3ccccc23)CC1,-3%,.,-4%,1%,.,.,29,.,.,.,0%
CCN(CC)c1ccc(/C=C(/C#N)c2nc3ccc(C)cc3[nH]2)c(OC(C)C)c1,-2%,-4%,?,0%,-3%,5.4µM*,?,-42%,-26%,11%,-2%
O=C1CC(c2ccccc2)CC(O)=C1C=Nc1ccc(Cl)cc1 (stereo unspecified),-7%,-2%,0%,-1%,-2%,-10%,17,-10%,16%,.,-3%
Cc1nn(Cc2cccc(C(=O)NCC(C)C)c2)c(C)c1Br,-5%,-3%,?,5%,-13%,-1%,16,-9%,43%,6%,1%
Cc1cccc(C)c1NC(=O)Cn1c(=O)n(CCCC(=O)NCc2ccco2)c(=O)c2sccc21,1%,-1%,-12%,0%,-25%,-5%,-10,?,12%,-2%,1%
COc1ccc(/C=N/Nc2cc(C)nc(N3CCOCC3)n2)c(OC)c1,0%,0%,6%,-3%,-5%,2.4µM*,-3,.,21%,-3%,0%
SMILES,Rab9 promoter act,PKM2 act,ELG1 DNA repair,Mito fusion yeast,VP16 counter,FLuc modulator,KCNH2 3.1 block,Menin MLL FP TR,RORgamma inh,MBNL1 CUG block,NPC1 prom act
CCSC1=C(C#N)C(c2ccc(OC)c(OC)c2)CC(=O)N1 (stereo unspecified),2%,-1%,12%,-2%,4%,6%,6,27%,-12%,2%,-2%
Fc1ccc(C2CCCN2Cc2nc(Cc3ccccc3F)no2)cc1 (stereo unspecified),-16%,25%,-12%,4%,?,3%,5,0%,10%,0%,-3%
COc1ccc2[nH]c3c(Cl)ncnc3c2c1,2%,10%,-16%,-18%,3%,-17%,10,-24%,?,?,0%
COC(=O)c1ccc(C2C(C(=O)c3cc4ccccc4o3)=C(O)C(=O)N2CCCN(C)C)cc1 (stereo unspecified),0%,-5%,4%,2%,1%,4%,6,-30%,-4%,?,-1%
CCOc1ccc(S(=O)(=O)N(CC)CC)cc1NC(=O)c1ccc(N2CCCC2=O)cc1,-2%,1%,-10%,10%,-1%,-3%,7,.,-1%,-7%,1%
COC(=O)CCCNC(=O)OCc1ccc([N+](=O)[O-])cc1,-3%,4%,0%,-8%,?,5%,-3,-2%,?,?,-3%
COc1cc(Br)cc2cc(C(=O)NCC3CCCO3)c(=O)oc12 (stereo unspecified),3%,0%,18%,-2%,-2%,2%,0,?,2%,11%,0%
O=CN1CCN(C(=S)NC(=O)c2ccc(Cl)cc2)CC1,-4%,-1%,9%,-13%,.,0%,19,4%,.,1%,0%
O=C(O)Cc1ccc(C(=O)c2ccccc2F)s1,7%,8%,-1%,1%,5%,-5%,7,9%,?,16%,-4%
CCC1CCC(NC(=O)Nc2cccc(OC)c2)CC1 (stereo unspecified),1.3µM*,-3%,?,5%,-11%,4.8µM*,.,31%[activator],19%,-1%,4µM*
Cc1ccc(C(=O)C(OC(=O)CNC(=O)c2ccc(Cl)cc2)c2ccccc2)cc1 (stereo unspecified),-6%,8%,12%,-6%,2%,0%,-17,-12%,15%,-4%,-2%
CCC(CO)NCc1ccc(OCC(O)c2ccccc2)c(OC)c1 (stereo unspecified),6%,-3%[11.5 µM],4%,4%,0%,3%,-13,-12%,-52%,-16%,-2%

# Complete entries, looked up by structure:
# CCSC1=C(C#N)C(c2ccc(OC)c(OC)c2)CC(=O)N1 (stereo unspecified) is listed with Rab9 promoter act: 2%; PKM2 act: -1%; ELG1 DNA repair: 12%; Mito fusion yeast: -2%; VP16 counter: 4%; FLuc modulator: 6%; KCNH2 3.1 block: 6; Menin MLL FP TR: 27%; RORgamma inh: -12%; MBNL1 CUG block: 2%; NPC1 prom act: -2%
# Fc1ccc(C2CCCN2Cc2nc(Cc3ccccc3F)no2)cc1 (stereo unspecified) is listed with Rab9 promoter act: -16%; PKM2 act: 25%; ELG1 DNA repair: -12%; Mito fusion yeast: 4%; VP16 counter: ?; FLuc modulator: 3%; KCNH2 3.1 block: 5; Menin MLL FP TR: 0%; RORgamma inh: 10%; MBNL1 CUG block: 0%; NPC1 prom act: -3%

# Bioassay records deposited in PubChem by National Center for Advancing Translational Sciences (NCATS).
